Bioassay records as filed in PubChem.
miR122 inh: miR-122 Renilla sensor signal increase in Huh7, primary screen, miR-122 inhibitor project, cell-based, single point, plate reader. Huh7 miR-122 Renilla luciferase sensor, 48 h; neutral wells = 0, positive control = 100. activation (reporter increase), % at 12.5 µM. hit rate 0.3% among 340,000. AID 602342, 2012;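 active means mean replicate activation score at least 90 and every replicate individually at or above 90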;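 further: higher luciferase means less miR-122 activity so hits act as miR-122 inhibitors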
PGC1a acetyl inh: inhibitors of PGC1a acetylation signal, primary screen, cell-based, U2OS, AlphaScreen, inhibitor mode; AlphaScreen anti-acetyl-lysine; with virally co-expressed GCN5 acetyltransferase; inhibition, % at 15.6 µM; hit rate 0.17% among 350,000; AID 651687, 2012;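 active means every replicate shows inhibition of at least 40%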;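 further: 0% = neutral control wells and 100% = positive control wells; some results beyond the cut were filed as inactive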
C2C12 statin: suppressors of statin myotoxicity in C2C12 myotubes, primary screen, cell-based, single point, plate reader; AID 602340, 2012; C2C12 myotubes + simvastatin, ATP luminescence, 48 h; scaled: DMSO 0, geranylgeraniol control 100; hit rate 0.78% among 330,000; rescue of ATP level, % at 7.49 µM;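 active means mean ATP rescue above about 67%, or every replicate alone reaching that limit, limit read from the data, passing the limit was not always enough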;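 further: myotubes were challenged with 10 µM simvastatin during compound exposure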
PglD inh: C. jejuni PglD acetyltransferase inhibitors, primary screen, biochemical, DTNB colorimetric, single point | AID 602405, 2012 | purified PglD enzyme, DTNB colorimetric CoA detection | hit rate 0.098% among 360,000 | inhibition, % at 12.5 µM; in the data active means inhibition above about 16%, passing the limit was not always enough; further: strong numbers were not always called active
GSIS activator: GLuc luminescence reporter in INS-1E cells, primary screen for activators of glucose-dependent secretion of insulin | AID 743287, 2014 | hit rate 0.61% among 370,000 | activation, % at 16.6 µM | INS-1E GLuc reporter insulin secretion, 2-3 h;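 active means lowest replicate activation of at least 40%, so every replicate reaches that level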;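 further: 0% = median of neutral control wells and 100% = median of IBMX positive control wells; some compounds called inactive have numbers as strong as hits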
CFTR F508del cor: F508del CFTR correction, initial screen, CFBE line, single point; activity (quench increase), % at 7.58 µM; hit rate 0.36% among 350,000; AID 720511, 2013; CFBE cells, YFP halide quenching; stimulated with forskolin plus potentiator P3; % fluorescence drop versus neutral controls;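 active means mean added fluorescence quench of at least 8% versus neutral control, with both replicates also reaching 8%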;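 further: cells transiently co-express mutant CFTR-F508del with the halide-sensitive YFP; corrector assay measuring rescue of mutant channel to the surface after 24 h compound exposure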
Cneo AK release: Cryptococcus neoformans cell lysis inducers, primary screen, AK release luminescence, single concentration; C. neoformans lysis, adenylate kinase release luminescence, 4 h; normalised: neutral wells 0, clomiphene wells 100; lysis activity, % at 15 µM; hit rate 0.2% among 360,000; AID 651654, 2012;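 active means mean lysis activity across replicates of at least 80%, whatever share of replicates individually reach that level; inactive means mean lysis activity below 80%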
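Material: C. neoformans cells | Amount: Yeast cell density of 5 × 10^6 cells/mL | Medium: Fresh YPD growth medium | Dosing: Single dose | Times: Static 4 h at 37 °C with compound, 1 h detection | Detection: AK luminescence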
FN deposition inh: inhibitors of fibronectin matrix deposition, primary screen, AH1F cells, Alexa488-fibronectin fluorescence, plate reader | AH1F fibroblasts, overnight | inhibition, % at 12.6 µM | hit rate 0.086% among 350,000;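 active means mean inhibition across replicates of 30% or more, regardless of how many single replicates reach that level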;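 further: positive control wells lacked labelled fibronectin entirely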
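Test system: AH1F fibroblast monolayer depositing Alexa488-labelled fibronectin into matrix. Input: 10000 cells per well. Technique: fluorescence, ex 485 nm, em 525 nm. Buffer or medium: DMEM plus 2% serum, read in PBS. Timing: 1 h cell adhesion before compound, then overnight fibronectin incubation. Compound: single dose, pinned. Read-out basis: inhibition from reduced deposited-fibronectin fluorescence.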
* hit, by the source's call; / = not tested or not shown; [ ] = remark or other dose.

SMILES	miR122 inh	PGC1a acetyl inh	C2C12 statin	PglD inh	GSIS activator	CFTR F508del cor	Cneo AK release	FN deposition inh
C[C@H](CO)N1C[C@H](C)[C@@H](CN(C)C(=O)Nc2ccc(C(F)(F)F)cc2)Oc2cc(-c3ccncc3)ccc2S1(=O)=O	42[16.7 µM]	10	-31	-3	-12	-2.1	2	8
Cc1nc2ccccn2c1/C(O)=C1\C(=O)C(=O)N(CCN2CCOCC2)C1c1cccs1 (stereo unspecified)	-4	35	/	/	1	1.1	/	/
CC(=O)c1ccc(NC(=O)CN2C(=O)NC(C)(C3CCCCC3)C2=O)cc1 (stereo unspecified)	1	3	7	1	/	3.2	2	10
O=C1CN(C(=O)NCC(=O)N[C@@H](Cc2ccccc2)C(=O)O)c2ccccc2N1	1	13	-2	0	3	-1.2	1	/
CCOC(=O)C1CCCN(C(=O)c2ccc(C)c(F)c2)CC1 (stereo unspecified)	-4	/	0	-2	12	0.2	-1	3
Cc1cc(NC(=O)CSCC(=O)N(C)Cc2ccc(Cl)cc2Cl)no1	-6	1	-5	5	-12	-1.0	3	1
Cc1cccc(NC(=O)NNC(=O)COc2ccc(Cl)cc2)c1	-12	-2	8	/	11	/	/	3
Cc1nonc1C1CCCN1Cc1cn[nH]c1-c1ccc2c(c1)OCO2 (stereo unspecified)	2	7	6	0	3	1.7	2	/
O=C(NC(Cc1c[nH]c2ccccc12)C(=O)N/N=C/c1cccnc1)c1cccs1 (stereo unspecified)	-4	0	-9	-1	8	-3.5	0	0
CCOC(=O)C1=C(C(F)(F)F)Nc2ncnn2C1c1ccc(OC)c(OC)c1OC (stereo unspecified)	-1	-10	/	-1	14	/	3	-3
CO[C@H](CN(C)C(=O)c1ccc2c(c1)OCO2)[C@@H](C)CN([C@H](C)CO)S(=O)(=O)c1ccccc1	/	4	9	-3	17	1.3	-1	-5
COCCn1c(SCC(=O)c2ccc(CNC(C)=O)o2)nc2ccccc2c1=O	-4	2	/	2	25	/	-4	4
CCOC(=O)c1c(C)oc2c(F)c(F)c(F)c(F)c2c1=O	-13	1	3	-3	/	/	0	/
Cc1cccc(C)c1-n1c(C)nn(Cc2ccc([N+](=O)[O-])cc2)c1=O	1	2	0	-3	2	-0.8	3	1
CCOc1ncccc1C(=O)Nc1cc(S(=O)(=O)N(CC)CC)ccc1N1CCOCC1	15	3	-6	0	3	-3.2	-2	-2
O=C(COC(=O)CNC(=O)c1ccc(Br)o1)Nc1ccc2c(c1)OCCO2	-4	-2	141*	-7	/	/	2	/
CN1C(=O)c2cc(NC(=O)Nc3ccc(Cl)cc3)ccc2OC[C@H]2O[C@H](CC(=O)NCCN3CCCCC3)CC[C@@H]21	30[16.7 µM]	-5	25	8	-2	-0.1	46	-10
CC(C)NC(=O)Nc1cccc2c1O[C@H](CN(C)Cc1ccc(Cl)c(Cl)c1)[C@@H](C)CN([C@H](C)CO)C2=O	29[16.7 µM]	-9	1	1	-14	-0.3	-6	/
Cc1ccc(C2C(C#N)=C3N=C(N)c4ccccc4N3C3=C2C(=O)CCC3)cc1 (stereo unspecified)	88	-10	/	1	-4	1.5	0	5
Cc1nn(C)c(C(=O)NNC(=O)Nc2cccc(C(F)(F)F)c2)c1Cl	/	9	/	/	8	0.8	/	-3
CN(c1ccccc1)S(=O)(=O)c1cccc(NC(=O)Cn2cnc3ccccc3c2=O)c1	-5	10	/	-3	/	/	0	/
O=C(Nc1ccncc1)c1ccc([N+](=O)[O-])cc1Cl	-6	7	4	6	-12	0.8	-5	-7
Cc1ccc(S(=O)(=O)N2CCN=C2c2ccccc2)cc1C	10	-16	-1	9	/	/	-2	-2
CN1CCN(C(=O)c2cc3nc(-c4ccc(F)cc4)cc(C(F)(F)F)n3n2)CC1	-1	5	1	-4	/	/	0	/
CCn1c(SCc2nc3ccccc3c(=O)[nH]2)nnc1C(C)NC(=O)c1ccccc1 (stereo unspecified)	-1	4	-2	-3	5	-1.5	1	/

Pulled by compound from the entries so far (2):
SMILES	miR122 inh	PGC1a acetyl inh	C2C12 statin	PglD inh	GSIS activator	CFTR F508del cor	Cneo AK release	FN deposition inh
CC(=O)c1ccc(NC(=O)CN2C(=O)NC(C)(C3CCCCC3)C2=O)cc1 (stereo unspecified)	1	3	7	1	/	3.2	2	10
Cc1ccc(C2C(C#N)=C3N=C(N)c4ccccc4N3C3=C2C(=O)CCC3)cc1 (stereo unspecified)	88	-10	/	1	-4	1.5	0	5

Remaining list, next part:
SMILES	miR122 inh	PGC1a acetyl inh	C2C12 statin	PglD inh	GSIS activator	CFTR F508del cor	Cneo AK release	FN deposition inh
COc1ccccc1OCc1nc2ccccc2n1C	/	/	-1	-3	-9	3.0	10	-1
COc1cccc(NC(=O)CC(=O)c2ccc([N+](=O)[O-])cc2)c1	-4	-1	-2	11	-7	1.2	-3	-1
CCCC#Cc1ccc2c(c1)O[C@@H](CN(C)C(=O)NC(C)C)[C@H](C)CN([C@@H](C)CO)S2(=O)=O	10[16.7 µM]	/	6	-2	-18	-2.4	4	-3
N#Cc1ccc(OCC(=O)N2CCN(S(=O)(=O)c3cccc(Cl)c3)CC2)cc1	-5	-1	7	0	/	-2.2	-1	0
COc1ccc(Nc2nc(-c3cccnc3)cs2)c(OC)c1	/	/	-56	-1	16	4.4	-2	4
CC1CCN(C(=O)C(=O)c2cn(CC(=O)N3CCCCCC3)c3ccccc23)CC1	3	5	-2	3	-10	-0.4	-2	9
C[C@@H]1CN([C@H](C)CO)C(=O)Cc2cc(NC(=O)CCN3CCOCC3)ccc2O[C@H]1CN(C)CC1CC1	-12[16.7 µM]	3	-29	1	32	-2.2	-6	3
CCOc1ccc(C(=O)C2CCN(C(=O)c3ccccc3C(=O)O)CC2)cc1	-1	1	-7	4	0	/	0	15
CC(C)Cn1cc(-c2cccc3nccn23)cn1	1	-8	10	-2	17	-10	4	-6
COCC(=O)Nc1ccc2c(c1)[C@H]1C[C@@H](CC(=O)OC)O[C@@H](CO)[C@H]1O2	9[16.7 µM]	11	3	2	1	-0.5	-7	5
Cc1ccc(NC(=S)N2CCN(C(=O)C3CCCO3)CC2)c(C)c1 (stereo unspecified)	-11	-2	100*	-4	/	/	5	6
COc1cc(NC(=O)C2CCN(c3cnccn3)CC2)cc(OC)c1	/	/	0	4	10	1.2	5	2
CC(C)CC(=O)NC(C)C(c1cccs1)N1CCOCC1 (stereo unspecified)	-1	-6	16	13	1	0.5	1	-11
CCOc1ccc(C(=O)Nc2cc(OC)ccc2OC)cc1	3	-2	-26	0	/	/	-4	/
CC(=O)Nc1ccc(NC(=O)CCc2nc3ccccc3c(=O)[nH]2)cc1	4	/	5	2	2	1.2	-1	-3
COc1ccc(C#Cc2ccc3c(c2)O[C@@H](CN(C)C(=O)c2ccccn2)[C@H](C)CN([C@@H](C)CO)S3(=O)=O)cc1	32[16.7 µM]	0	-4	5	-17	1.8	5	/
COc1ccc(NC(=O)N(C)C[C@@H]2Oc3ncc(C#CCN(C)C)cc3C(=O)N([C@H](C)CO)C[C@H]2C)cc1	3[16.7 µM]	4	-3	0	10	1.6	-3	-13
CCN(CC)S(=O)(=O)c1ccc(Cl)c(NC(C)=O)c1	4	8	4	2	-4	-2.1	-4	/
Cc1ccc2cc(C(c3nnnn3C3CCCC3)N(Cc3ccco3)Cc3cccs3)c(=O)[nH]c2c1 (stereo unspecified)	19	/	-3	5	/	/	10	-8
CCC(Sc1nncn1C)C(=O)Nc1nnc(-c2ccc(Cl)cc2)s1 (stereo unspecified)	/	/	-4	6	-10	-2.6	1	1
O=S1(=O)CSCS(=O)(=O)C1	-2	/	3	-2	10	2.7	0	1
O=C(Cc1coc2ccc3ccccc3c12)Nc1nnc(C2CC2)s1	10	2	8	2	/	/	0	1
C[C@@H]1CN([C@H](C)CO)C(=O)Cc2cc(NC(=O)CCN3CCOCC3)ccc2O[C@@H]1CN(C)C(=O)Nc1ccc(C(F)(F)F)cc1	23[16.7 µM]	3	-6	-1	21	-1.1	-4	7
CCCCN1C2CCCC1CC(NC(=O)c1cccc(OC)c1)C2 (stereo unspecified)	4	2	1	5	-3	-0.3	0	0
COc1ccc2cc(C(=O)Nc3ccc(S(N)(=O)=O)cc3)sc(=O)c2c1OC	/	/	/	-3	-16	2.7	-3	-2

Limited to C2C12 statin and PglD inh (5 entries from above):
Molecule	C2C12 statin	PglD inh
CCCC#Cc1ccc2c(c1)O[C@@H](CN(C)C(=O)NC(C)C)[C@H](C)CN([C@@H](C)CO)S2(=O)=O	6	-2
N#Cc1ccc(OCC(=O)N2CCN(S(=O)(=O)c3cccc(Cl)c3)CC2)cc1	7	0
COc1ccc(Nc2nc(-c3cccnc3)cs2)c(OC)c1	-56	-1
CC1CCN(C(=O)C(=O)c2cn(CC(=O)N3CCCCCC3)c3ccccc23)CC1	-2	3
C[C@@H]1CN([C@H](C)CO)C(=O)Cc2cc(NC(=O)CCN3CCOCC3)ccc2O[C@H]1CN(C)CC1CC1	-29	1

New compounds follow.
SMILES	miR122 inh	PGC1a acetyl inh	C2C12 statin	PglD inh	GSIS activator	CFTR F508del cor	Cneo AK release	FN deposition inh
COc1ccccc1C(c1nnnn1C1CCCC1)N1CCN2CCCC2C1 (stereo unspecified)	-2	20	6	1	7	/	4	/
CCOCCCNC(=O)C1CCN(S(=O)(=O)N2CCCCC2)CC1	4	6	0	-2	7	/	2	-6
Cc1ccccc1NC(=O)Cn1nc(C(F)(F)F)cc1C1CC1	5	10	-7	-2	/	/	-2	/
CN(C[C@@H]1[C@H](c2ccccc2)[C@@H](CO)N1C(=O)C1CC1)C(=O)c1ccccn1	14[16.7 µM]	6	-5	-1	-6	0.3	-1	11
CCCNC(=O)N[C@H]1CC[C@H](CC(=O)N2CCN(C)CC2)O[C@@H]1CO	/	-3	4	-2	15	3.1	3	3
CCOc1ccc2nc(NC(=O)C3CSC4(C)CCC(=O)N34)sc2c1 (stereo unspecified)	/	/	-3	5	-25	-2.7	-3	-10
O=C(CN1C(=O)c2ccc([N+](=O)[O-])cc2C1=O)NCc1ccc(C(=O)O)cc1	-2	/	7	3	8	-1.2	-1	5
CCCNC(=O)N(C)C[C@H]1Oc2ncc(/C=C/c3ccccc3)cc2C(=O)N([C@H](C)CO)C[C@@H]1C	1[16.7 µM]	0	2	1	-12	0.8	6	/
NCCCC[C@H]1CNC(=S)N1CC1CCCCC1	0	-4	3	6	/	-2.3	0	-2
COc1ccc(-c2csc(Nc3cc(C)ccn3)n2)cc1OC	-9	-14	2	-3	5	2.7	3	-4
COc1ccc(CN(C)C[C@@H]2OCCCC[C@H](C)Oc3ccc(NC(=O)Cc4ccccc4)cc3C(=O)N([C@H](C)CO)C[C@H]2C)cc1	4[16.7 µM]	-3	/	0	-22	4.0	0	/
C[C@@H]1CN([C@@H](C)CO)C(=O)c2cc(NC(=O)Nc3ccc(C(F)(F)F)cc3)ccc2O[C@H]1CN(C)Cc1ccccc1	2[16.7 µM]	-1	-32	2	-11	0.3	-1	/
COc1ccc(CN2CCSCC2)c(OC)c1C	1	10	5	4	10	-2.3	-2	-10
CN(C)CCN(C)C1CN(Cc2ccccc2)S(=O)(=O)C1 (stereo unspecified)	5	6	1	-1	12	0.7	1	3
COc1cc(/C=C(\C#N)c2ccccn2)ccc1OCC(=O)Nc1c(Cl)cccc1Cl	1	3	/	-3	24	/	-8	-8
